Redox H2O2 prof: compounds producing H2O2 with reducing agent – biochemical, NIH compound library profiling, artefact control for MLSCN library redox annotation, primary screen. DTT-dependent redox cycling H2O2, phenol red/HRP absorbance; 100% = 100 µM peroxide control, 0% = buffer. activation, % at 10 µM. actives 0.03% (n = 200,000);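 active = activation of at least 50% relative to the plate's high and low controls in the primary single-dose screen; inactive = activation below 50%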;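 also: compound incubated with DTT at 0.8 mM final as the reducing agent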
PPARg SRC-1 ag: promotes SRC-1 coactivator recruitment by human PPARgamma | PPARgamma-SRC-1 coactivator recruitment biochemical assay | activation, % at 8 µM | actives 0.41% (n = 200,000) | AID 631; in the data active = activation above about 19%;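 also: 0% = DMSO and 100% = reference agonist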
Target sequence (P37231 whole entry, looked up): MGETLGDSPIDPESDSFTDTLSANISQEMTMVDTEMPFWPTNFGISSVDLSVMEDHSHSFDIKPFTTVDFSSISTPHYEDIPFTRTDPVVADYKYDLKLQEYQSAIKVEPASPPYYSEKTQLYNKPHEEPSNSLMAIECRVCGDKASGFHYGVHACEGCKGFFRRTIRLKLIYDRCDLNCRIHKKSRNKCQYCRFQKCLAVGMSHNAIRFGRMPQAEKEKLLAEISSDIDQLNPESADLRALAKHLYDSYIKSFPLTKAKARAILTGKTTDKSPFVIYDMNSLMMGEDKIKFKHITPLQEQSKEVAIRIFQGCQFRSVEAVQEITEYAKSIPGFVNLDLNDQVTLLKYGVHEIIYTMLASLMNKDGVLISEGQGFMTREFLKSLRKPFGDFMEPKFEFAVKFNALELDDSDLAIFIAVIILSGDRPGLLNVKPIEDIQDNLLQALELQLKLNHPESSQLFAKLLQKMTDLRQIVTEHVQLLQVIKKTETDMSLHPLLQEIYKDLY
TLR4-MyD88 BLA: blocks binding of human TLR4 to MyD88; HeLa CL3-4 TLR4/MyD88 BLA complementation, FRET ratio; inhibition, % at 8.4 µM; actives 0.18% (n = 200,000); AID 861; in the data active = inhibition above about 25%;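 also: 0% = vehicle and 100% = reference inhibitor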
bIAP inhibitor: intestinal alkaline phosphatase (bovine) inhibition; 190,000 tested, under 10 active; inhibition, % at 20 µM; purified bovine IAP, CDP-star luminescence, 30 min;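 active = over 50% inhibition of intestinal alkaline phosphatase at 20 µM in the single-dose screen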
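System: Purified bovine intestinal alkaline phosphatase (IAP) enzyme | Input: IAP diluted 1/65,000,000 in the well | Also added: CDP-star chemiluminescent phosphatase substrate, 30 µM final | Dosing: 20 µM single dose | Times: Enzyme reaction for 30 min at room temperature | Detection: Luminescence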
bIAP act: intestinal alkaline phosphatase (bovine) activation. activation factor at 20 µM. purified bovine IAP, CDP-star luminescence, 30 min; hits give high values; fold of DMSO-control signal, blank-subtracted. AID 1016. actives 0.17% (n = 200,000);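 active = activation factor of 2 or more at 20 µM, a signal rise over negative controls twice the positive control's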
PPARg SRC2 recr: PPARgamma-driven SRC-2 recruitment agonism; PPARgamma LBD-SRC-2 recruitment, biochemical; activation, % at 8 µM; actives 0.34% (n = 200,000); in the data active = activation above about 22%;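 also: 0% = vehicle and 100% = reference agonist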
S1P3 antag: blocks the human S1P3 receptor; Q99500; CHO S1P3 NFAT-BLA reporter, FRET fluorescence, antagonist mode; inhibition, % at 4.98 µM; actives 0.27% (n = 170,000); AID 485;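 active = inhibition above the plate cutoff, the mean inhibition of test wells on that plate plus 3 SD, cut at about 28% in these data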;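 also: cells challenged with S1P at its EC80 of 0.8 µM; blue over green emission ratio from cleaved BLA substrate after 4 h stimulation; 0% = S1P-stimulated wells and 100% = unstimulated DMSO-only wells; some compounds past the cut are filed as inactive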
Target sequence (Q99500 whole entry, looked up): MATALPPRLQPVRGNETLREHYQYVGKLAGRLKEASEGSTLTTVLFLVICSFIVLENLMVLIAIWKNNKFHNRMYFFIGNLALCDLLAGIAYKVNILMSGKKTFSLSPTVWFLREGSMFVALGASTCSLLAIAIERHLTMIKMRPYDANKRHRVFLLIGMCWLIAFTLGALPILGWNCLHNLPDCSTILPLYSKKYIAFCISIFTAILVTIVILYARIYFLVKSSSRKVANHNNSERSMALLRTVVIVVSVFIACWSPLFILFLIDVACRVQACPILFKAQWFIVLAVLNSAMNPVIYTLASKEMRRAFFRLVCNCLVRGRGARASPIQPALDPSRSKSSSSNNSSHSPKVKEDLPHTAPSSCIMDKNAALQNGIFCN
ROMK primary: modulates human ROMK potassium channel activity. P48048. Tet-inducible ROMK, thallium flux fluorescence; actives lie on both sides. B-score at 10 µM. actives 2% (n = 130,000);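 active = signal ratio slope over the read window, or its plate-corrected B-score, at least 3 SD from the plate mean, either direction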;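 also: B-score of the F/F0 ratio slope over 7 to 12 s after thallium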
PPARg SRC-3 ag: promotes SRC-3 coactivator recruitment by human PPARgamma. actives 0.26% (n = 200,000). AID 731. biochemical PPARgamma/SRC-3 coactivator recruitment assay. activation, % at 8 µM. P37231; in the data active = activation above about 23%;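 also: 0% = DMSO and 100% = reference agonist; some compounds past the cut are filed as inactive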
TR-FRET SRC-2 ct: TR-FRET artefact, counter-screen to PPARgamma/SRC-2 agonist assay | hits give high values | AID 1049 | actives 0.4% (n = 200,000) | TR-FRET ratio at 8 µM; in the data active = TR-FRET ratio above about 2000; also: inactives centre near 1500; reference of the scale not given here
L major viab: inhibitors of Leishmania major promastigote growth | actives 9% (n = 200,000) | inhibition, % at 10 µM | Leishmania major promastigotes, resazurin fluorescence viability; in the data active = inhibition above about 50%;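 also: promastigotes grown with compound for 44 hours at 28 °C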
* = called active by the depositor; · = not tested or not shown.

SMILES	Redox H2O2 prof	PPARg SRC-1 ag	TLR4-MyD88 BLA	bIAP inhibitor	bIAP act	PPARg SRC2 recr	S1P3 antag	ROMK primary	PPARg SRC-3 ag	TR-FRET SRC-2 ct	L major viab
CC(C)N1C(=O)C2C(c3ccccc3O)NC(C)(C(=O)O)C2C1=O (stereo not given)	-0.9	·	·	-16	1.2	·	-35	·	·	·	-2
CCCC(C)NC(=O)Cc1ccc(Br)cc1 (stereo not given)	0.2	-3	-18	6	0.9	-9	3	·	-2	1519	2
Cc1nnc2sc(-c3ccccn3)nn12	-1.8	6	24	4	1	-2	-18	1.1	3	1379	-3
CCOc1cccc(C(=O)NC(=S)Nc2ccc(N3CCCC3)cc2)c1	4.0	-3	0	23	0.8	-2	·	·	-3	1384	-2
CNc1ccc(/C=C2\COc3ccccc3C2=O)cc1[N+](=O)[O-]	0.5	-3	3	13	0.9	-14	·	1.8	-11	1239	9
Cc1ccc(NC(=O)CCSc2nc(C)cc(C)n2)cc1	-17	-1	-3	4	1	-1	·	·	2	1386	-3
Cc1c(-n2c(SCC(N)=O)nc3ccccc3c2=O)c(=O)n(-c2ccccc2)n1C	-2.0	1	1	2	1	13	5	0.41	1	1706	-3
CC1=NN(CCC#N)C(=O)/C1=C/c1ccc(N(C)C)cc1	-0.2	13	5	32	0.7	16	-41	-1.2	11	1799	-7
CCCCCC(=O)Nc1ccc(-c2csc(N)n2)cc1	-0.4	10	-3	-12	1.1	9	3	0.079	5	1653	12
CC1CCC(C(C)C)C(OC(=O)C[n+]2cccc(C(N)=O)c2)C1 (stereo not given)	1.9	2	-8	22	0.8	1	·	·	-11	1656	-4
O=C(Nc1cccc(Cl)c1)N1CCN2C(=O)c3ccccc3C12c1ccccc1 (stereo not given)	-3.7	-4	9	-8	1.1	11	·	·	-1	1419	98*
CCOc1ccc(CN2CCC(C(=O)N3CCN(c4ccccc4F)CC3)CC2)cc1OC	-0.7	-8	-4	-9	1.1	0	-4	-0.48	0	1762	-5
COc1ccc(/C=C(/C#N)C(=O)Nc2cccc([N+](=O)[O-])c2)cc1C(=O)O	-0.3	5	-1	-10	1.1	-8	-16	-0.48	-2	1478	15
O=C(O)CCn1ccnc1-c1ccccc1	-0.5	0	-2	19	0.8	8	5	·	17	1683	1
COCCNC(=O)CSc1nc(N)c(NC(=O)c2ccccc2F)c(=O)[nH]1	-0.7	3	-6	-5	1	7	5	1.2	0	1605	-2
O=C(COC(=O)/C=C/C(=O)OCC(=O)NC12CC3CC(CC(C3)C1)C2)NC12CC3CC(CC(C3)C1)C2	-0.8	4	0	7	0.9	5	-21	0.65	1	1591	-2
CC(C)(C)C1CCC(OCC(O)CN2CCN(c3ccccc3)CC2)CC1 (stereo not given)	-0.3	1	9	2	1	1	·	·	0	1621	91*
COc1ccc(OC)c(-n2c(C)cc(C=O)c2C)c1	-0.5	0	4	1	1	1	8	-0.21	-2	1445	3
CC(NC(=O)COC(=O)CCNC(=O)c1ccco1)C12CC3CC(CC(C3)C1)C2 (stereo not given)	-0.4	9	-8	-1	1	6	9	-0.19	4	1463	-5
Cc1nc2nc(CSc3nc4ccccc4s3)cc(=O)n2[nH]1	0.1	1	-8	5	0.9	-2	-23	0.67	-1	1501	1
O=P(OCC1CC1)(c1ccccc1)c1ccccc1	-0.2	-1	-6	7	0.9	0	-6	-0.55	1	1551	-1
Nc1c(C(=O)NCCc2ccc(Cl)cc2)sc2ccc(S(=O)(=O)N3CCCCC3)cc12	0.3	11	-2	8	0.9	14	-11	·	2	1739	83*
CC(=O)c1cccc(NC(=O)COc2nsnc2N2CCOCC2)c1	0.0	-5	-8	4	1	-4	-24	·	0	1461	4
Cc1ccc(CNn2cnnc2SCc2ccc(F)cc2)cc1	1.0	-1	0	1	1	3	·	-0.98	-2	1517	0
O=C(c1ccc(C(F)(F)F)cc1)N1CCC(=O)N(C(COCc2ccccc2)Cc2ccccc2)CC1 (stereo not given)	-0.8	4	-3	-2	1	11	-32	-3.3	2	1521	16
CCc1ccc(NC(=O)CSc2nc3ccccc3c(=O)n2CCCN2CCC(C)CC2)cc1	0.1	0	20	-93	1.9	0	-6	-2.5	5	1403	77*
Cc1ccc(CCN2CC(C(=O)NCCCN3CCN(C)CC3)CC2=O)cc1 (stereo not given)	-1.4	7	-19	-5	1.1	-3	-19	·	2	1608	-6
O=C(c1ccco1)N(CCC(c1ccccc1)c1ccco1)Cc1ccc(F)cc1 (stereo not given)	-3.6	-1	8	14	0.9	-3	·	-0.14	2	1411	11
COc1ccc(Cl)cc1C(=O)Nn1c(-c2cccs2)nc2ccccc2c1=O	0.1	-1	0	-9	1.1	-4	-3	0.0035	2	1371	61*
COc1ccc(CCNC(=O)CCn2c(=O)[nH]c3cc(OC)c(OC)cc3c2=O)cc1OC	2.8	-8	24	-13	1.1	4	·	0.37	-7	1451	0

A few values from the results shown:
Redox H2O2 prof with `CC(C)(C)C1CCC(OCC(O)CN2CCN(c3ccccc3)CC2)CC1` (stereo not given) reads -0.3
bIAP act with `CC(NC(=O)COC(=O)CCNC(=O)c1ccco1)C12CC3CC(CC(C3)C1)C2` (stereo not given) reads 1

Limited to PPARg SRC2 recr and PPARg SRC-3 ag (2 entries from above):
molecule | PPARg SRC2 recr | PPARg SRC-3 ag
COCCNC(=O)CSc1nc(N)c(NC(=O)c2ccccc2F)c(=O)[nH]1 | 7 | 0
COc1ccc(CCNC(=O)CCn2c(=O)[nH]c3cc(OC)c(OC)cc3c2=O)cc1OC | 4 | -7

Continued.
SMILES	Redox H2O2 prof	PPARg SRC-1 ag	TLR4-MyD88 BLA	bIAP inhibitor	bIAP act	PPARg SRC2 recr	S1P3 antag	ROMK primary	PPARg SRC-3 ag	TR-FRET SRC-2 ct	L major viab
COC(=O)C(Cc1c[nH]c2ccccc12)NC(=O)C(C)C (stereo not given)	0.5	14	-7	5	1	2	·	·	5	1695	-4
CC(=O)Oc1ccccc1C1=NN(C(=O)/C=C/c2ccccc2)C(c2ccccc2)C1 (stereo not given)	0.0	9	5	6	0.9	3	-3	·	3	1619	19
CCOC(=O)c1cccc(NC(=O)CCS(=O)(=O)c2cccs2)c1	-1.9	10	-1	18	0.8	9	·	·	1	1688	-3
O=C(CNC1CCCCC1)Nc1ccc([N+](=O)[O-])cc1C(=O)Nc1ccccc1F	-2.0	-2	1	-5	1.1	1	7	-1.4	-1	1415	20
COCc1[nH][nH]c(=O)c1C=Nc1ccc(Oc2ccccc2)cc1	-0.3	1	9	-42	1.4	21	·	-0.17	7	1532	25
O=C1CCC(C(=O)OCC(=O)C23CC4CC(CC(C4)C2)C3)N1 (stereo not given)	-1.1	5	-4	9	0.9	10	4	0.28	3	1455	-5
NC(=O)[C@@H]1CCOc2c(F)cc([N+](=O)[O-])cc2C(=O)N[C@@H](CO)C(=O)NCC(=O)N1	-0.7	6	2	-25	1.3	14	7	0.2	3	1337	-6
CCOC(=O)c1nnn(-c2nonc2N)c1-c1ccc(Br)cc1	-0.6	6	-5	15	0.8	7	0	0.088	2	1707	-1
CCCCc1nc2ccccc2n1CC(=O)NN	0.1	6	-1	18	0.8	2	-9	·	2	1579	-6
CCOC(=O)c1c(NC(=O)CN2CCOCC2)sc2c1CC(C)(C)OC2	-1.8	11	0	-30	1.3	-1	·	·	2	1672	8
CCn1cc(CN2N=C(C)CC2c2ccccc2)c(C)n1 (stereo not given)	-0.3	1	-6	4	1	-6	5	-0.9	0	1575	-5
CNCCCOc1ccc(C(C)(C)c2ccccc2)cc1	-0.3	-2	-8	13	0.9	8	·	-0.48	-3	1741	100*
Cn1c(CNC(=O)c2ccccc2F)nnc1SCc1ccc(Cl)cc1	0.9	9	-18	6	0.9	5	-3	-0.82	6	1601	-2
O=C(NCCOC(=O)c1ccccc1C(=O)OCCNC(=O)c1cccnc1)c1cccnc1	0.3	1	1	-3	1	6	·	-0.9	-9	1384	1
COc1cccc2cc(-c3nnc(SCC(=O)NCCc4ccccc4)n3C)oc12	-1.8	5	-1	14	0.9	8	·	·	17	1528	-1
OC1(c2cccc(C(F)(F)F)c2)CCN(Cc2nnnn2Cc2ccccc2)CC1	-1.5	-2	2	5	1	1	-9	0.36	-2	1302	18
COc1cc(C(=O)OCCN2CCOCC2)ccc1O	-2.7	8	1	1	1	10	-1	·	1	1641	56*
CCC(=O)Nc1ccc(Br)cn1	-0.4	0	-8	12	0.9	-4	-3	-0.033	-1	1550	-7
O=C(NN1CCOCC1)c1cc(-c2ccc(Br)cc2)nc2ccccc12	0.9	-2	21	25	0.8	-1	-5	0.79	3	1512	58*
CC1CCN(C(=O)CCc2nc3cc(S(=O)(=O)N(C)C)ccc3n2C)CC1	1.6	0	3	2	1	6	5	0.28	-2	1751	-7
Cc1nc(S(=O)(=O)c2cccc(Cl)c2)nc2c1CCC2	-3.0	-6	2	-2	1	-16	·	0.19	-2	1361	-4
O=C(CCC1COc2ccccc2O1)NC1CCCCC1 (stereo not given)	1.2	6	-2	0	1	-3	·	-0.63	-10	1626	0
O=C(CSc1cn(CCNC(=O)c2cccs2)c2ccccc12)NCC1CCCO1 (stereo not given)	-0.2	3	-10	5	0.9	-3	1	·	5	1536	-6
Cc1ccc(C(=O)NCCCNc2ccccc2[N+](=O)[O-])cc1	-0.5	3	-13	31	0.7	10	-20	-0.81	8	1548	-2
O=[N+]([O-])c1cc(-c2cnc3ccccc3n2)ccc1Oc1ccc(F)cc1	-5.1	-2	-12	9	0.9	11	·	·	12	1661	-7
CCSCc1nnc(SCC(=O)Nc2nc(C)cs2)n1C	-0.6	-5	12	-4	1	-2	-8	0.74	2	1578	-3
COc1ccc(-c2noc(CN(C(=O)c3c(-c4ccccc4Cl)noc3C)C(C)C)n2)cc1	2.6	2	-14	2	1	3	5	·	3	1645	13
Cc1ccccc1OCCCC(=O)Nc1ccccc1C(F)(F)F	-3.6	-10	-6	-4	1	-2	·	·	-3	1459	-3
COc1ccc(C2CC(=O)c3cnc(NC(=O)c4cc(OC)cc(OC)c4)nc3C2)cc1 (stereo not given)	2.4	-6	8	-15	1.1	-11	-212	0.034	-4	1493	-2
O=C(c1cc(=O)[nH]c2ccccc12)N1CCN(c2cccc(C(F)(F)F)c2)CC1	0.2	-4	1	-6	1.1	0	-8	-0.011	1	1586	-3
CC(=O)Nc1ccc(NC(=O)COc2ccc([N+](=O)[O-])cc2)cc1	0.1	-4	-5	12	0.9	-3	-8	-0.18	-3	1501	0
Cc1nc(NC(=S)NC(=O)c2cccs2)sc1C(=O)N(C)C	-1.7	2	-2	16	0.8	0	·	0.51	-1	1438	-4
COc1ccc(OC)c(NC(=O)CC(NC(C)=O)c2ccccc2)c1 (stereo not given)	-0.2	-8	5	-3	1	-2	-7	1.3	1	1497	-3
Cc1ccc(NC(=S)NCCc2ccccc2)nc1	-0.9	1	-3	2	1	6	0	-0.25	1	1737	-7
CCn1cc(C(=O)NC(=S)Nc2sc3c(c2C(=O)OC)CCCCCC3)cn1	0.8	1	-9	4	1	0	-5	·	-4	1520	-1
COCCNC(=O)CN(C)S(=O)(=O)c1ccc(Br)cc1	2.3	-4	-21	15	0.9	0	3	0.6	3	1652	-6
Cc1ccccc1NC(=O)c1sc(Cl)nc1C	0.0	-6	8	13	0.9	8	5	·	-2	1516	-5
